ASAP1 inh = inhibitors of human ASAP1 ArfGAP activity, primary screen, biochemical, fluorescence polarization; ASAP1-stimulated ARF1 GTP hydrolysis, GDP FP detection; inhibition, % at 16.5 µM; 0.19% of 360,000 active; in the data active means inhibition above about 25%;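 further: 0% = vehicle with enzyme and substrate and 100% = no enzyme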
ADAM17 inh = ADAM17 inhibitors, primary screen, biochemical, QFRET | 0.83% of 370,000 active | inhibition, % at 6.95 µM | AID 720648, 2013 | recombinant ADAM17, EDANS/DABCYL FRET peptide cleavage;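 active means inhibition above the mean of compounds lying between control limits plus 3 SD, set per campaign, cut at about 8.5% in these data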;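 further: 0% = DMSO-only wells as the low control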
PLCb3 inh = human PLC-beta3 inhibitors, primary screen, biochemical, fluorescence; inhibition, % at 12.2 µM; AID 720704, 2013; 0.18% of 370,000 active; Purified PLC-beta3, fluorogenic substrate; in the data active means inhibition above about 11%;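 further: 0% = median of compound wells on plate and 100% = full blocker control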
MBD2 DNA inh = inhibitors of MBD2 binding to methylated DNA, primary screen, biochemical, TR-FRET, DNA-binding domain, human; Methyl-CpG-binding domain protein 2 (Homo sapiens), Q9UBB5; MBD2 binding to methylated oligonucleotide; inhibition, % at 4.4 µM; 0.31% of 370,000 active; AID 686964, 2013; in the data active means inhibition above about 13%
ARFGAP1 inhibitor = inhibitors of rat ARFGAP1 GAP activity, primary screen, biochemical, fluorescence polarization, GDP tracer; Arfgap1-stimulated ARF1 GTP hydrolysis, GDP FP detection; inhibition, % at 16.5 µM; 0.26% of 360,000 active;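 active means inhibition above a per-plate limit, mean inhibition of low control wells plus 3 SD, cut at about 25% in these data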;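 further: 0% = DMSO wells with enzyme and 100% = wells lacking Arfgap1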
Target sequence (Q62848 1-136 limits assumed): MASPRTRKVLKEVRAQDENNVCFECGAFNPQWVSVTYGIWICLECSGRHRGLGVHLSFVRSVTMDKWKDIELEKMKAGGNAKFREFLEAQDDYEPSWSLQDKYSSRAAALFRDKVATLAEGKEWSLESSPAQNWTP
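Material: truncated rat Arfgap1 GAP domain; Incubation: compound-enzyme preincubation 20 min, reaction 120 min, detection 60 min, 25 °C; Read-out: percent inhibition of Arfgap1-stimulated GTP hydrolysis; Technique: FP, GDP Alexa 633 tracer displaced from anti-GDP antibody, 620/688 nm; Controls: No-Arfgap1 wells (100%) versus DMSO full-reaction wells (0%); Replication: single well per compound.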
KLK7 zymogen act = proKLK7 zymogen activators, primary screen, biochemical, fluorescence intensity. activation, % at 7 µM. purified proKLK7, EDANS-DABCYL substrate fluorescence; 100% is mature enzyme control, 0% vehicle. 0.9% of 370,000 active;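 active means activation above the mean of all tested compounds plus 3 SD, computed per campaign excluding outliers beyond control limits, cut at about 13% in these data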
Tn6 DDE FP = inhibitors of Tn6 peptide binding to fibrin DD(E), primary screen, biochemical, fluorescence polarization, human fibrin, Tn6 probe; Fibrinogen beta chain (Homo sapiens), P02675; Fibrin DD(E) TRITC-Tn6 fluorescence polarization displacement; 0.21% of 370,000 active; inhibition, % at 8.3 µM; AID 720509, 2013;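 active means inhibition above a per-campaign cutoff: mean of compounds within control limits plus 3 SD, cut at about 15% in these data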;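 further: 0% = median of all compound wells on the plate and 100% = blocking peptide control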
PLC-gamma1 inh = PLC-gamma1 enzyme inhibitors, primary screen, biochemical, fluorescence, purified enzyme. fluorogenic substrate. inhibition, % at 12.2 µM. 0.84% of 370,000 active; in the data active means inhibition above about 9.5%
Tn7 DDE FP = inhibitors of Tn7 peptide binding to fibrin DD(E), primary screen, biochemical, fluorescence polarization, human fibrin, Tn7 probe. 0.13% of 370,000 active. inhibition, % at 8.3 µM. Fibrinogen beta chain (Homo sapiens), P02675. FP displacement of FITC-Tn7 peptide from fibrin DD(E); 0% = median of compound wells per plate;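 active means inhibition above the mean of compounds falling within the control limits plus 3 SD of them, cut at about 14% in these data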;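 further: 0% = plate median of compound wells and 100% = 10 µM Aha-Tn7 peptide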
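system = human fibrin DD(E) protein | quantity = DD(E) 2 µM final | medium = Tris/NaCl/CaCl2 buffer, pH 7.8 | also added = labelled Tn7 tracer, 0.1 µM | compound dosing = single point at 8.3 µM | timing = compound with protein 10 min, then 3 h after probe, room temperature | signal = FP measurement | benchmarks = Aha-Tn7 high control | repeats = one replicate per compound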
UHRF1 MBD2 ctr = UHRF1 methylated DNA binding inhibitors, primary screen, counter-screen for MBD2 inhibitor project, biochemical, TR-FRET, human UHRF1, single concentration; inhibition, % at 4.4 µM; E3 ubiquitin-protein ligase UHRF1 (Homo sapiens), Q96T88; AID 687016, 2013; 0.75% of 370,000 active; UHRF1 binding to methylated oligo; in the data active means inhibition above about 21%;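 further: UHRF1 SRA domain binding a hemimethylated CpG hairpin DNA probe; 0% = median of test compound wells and 100% = reference inhibitor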
Target sequence (Q96T88 whole entry, looked up, the tested form may be a part): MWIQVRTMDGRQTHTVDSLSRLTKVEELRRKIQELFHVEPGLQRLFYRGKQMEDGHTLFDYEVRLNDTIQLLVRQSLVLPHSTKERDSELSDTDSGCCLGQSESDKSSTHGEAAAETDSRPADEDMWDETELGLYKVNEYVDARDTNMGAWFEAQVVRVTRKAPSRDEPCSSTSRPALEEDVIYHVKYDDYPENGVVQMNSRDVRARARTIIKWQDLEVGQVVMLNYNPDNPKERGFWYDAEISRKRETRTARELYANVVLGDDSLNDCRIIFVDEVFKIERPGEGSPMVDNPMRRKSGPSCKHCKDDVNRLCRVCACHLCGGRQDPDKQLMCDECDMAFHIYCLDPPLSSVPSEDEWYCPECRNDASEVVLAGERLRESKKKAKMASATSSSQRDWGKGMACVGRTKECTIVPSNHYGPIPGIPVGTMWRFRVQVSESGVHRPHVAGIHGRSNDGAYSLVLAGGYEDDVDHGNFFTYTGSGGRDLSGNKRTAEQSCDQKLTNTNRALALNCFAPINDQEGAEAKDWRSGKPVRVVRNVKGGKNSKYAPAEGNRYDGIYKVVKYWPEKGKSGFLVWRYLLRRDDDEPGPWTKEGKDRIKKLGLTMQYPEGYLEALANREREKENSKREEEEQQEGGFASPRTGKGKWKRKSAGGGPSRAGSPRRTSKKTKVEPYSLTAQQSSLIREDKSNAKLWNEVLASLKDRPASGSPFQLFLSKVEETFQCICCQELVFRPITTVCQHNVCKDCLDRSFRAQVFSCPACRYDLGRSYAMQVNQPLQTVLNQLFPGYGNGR
An asterisk follows results filed as active; . = no result given. Not a hit list, and some 4.1% of all compounds hit somewhere here.

SMILES	ASAP1 inh	ADAM17 inh	PLCb3 inh	MBD2 DNA inh	ARFGAP1 inhibitor	KLK7 zymogen act	Tn6 DDE FP	PLC-gamma1 inh	Tn7 DDE FP	UHRF1 MBD2 ctr
Cc1cc(C(C)(C)CC(C)(C)C)ccc1OCCOCC[N+](C)(C)Cc1ccccc1	0.4	0.2	5.0	-1.0	-2.6	1.1	-0.1	0.4	-0.1	-0.9
COc1ccc(S(=O)(=O)Nc2nc3ccccc3nc2Nc2cccc(C(=O)O)c2)cc1	-19.7	-0.2	-31.0	-2.7	2.6	0.8	-2.1	-13.3	6.7	1.6
Cc1ccc(C(=O)NC2CCN(C(=O)NC3CCCCC3)CC2)cc1	6.8	-2.0	0.1	2.6	-2.6	0.0	-3.7	-0.5	-7.9	-2.7
Cc1ccc(-n2nc3c(=O)n(C(C)C(=O)NCc4ccccc4Cl)nc(C)c3c2C)cc1 (stereo unspecified)	-5.5	-1.4	-10.4	-0.2	0.2	0.2	-1.7	-1.2	-9.0	0.0
O=[N+]([O-])c1ccc(Cl)c(/C=N/Nc2nc(N3CCOCC3)nc(N3CCOCC3)n2)c1	-0.5	-5.3	1.7	0.7	5.6	-0.1	-3.9	-29.7	1.5	2.0
CCOc1cc(NC(=O)c2cccs2)c(OCC)cc1NC(=O)c1ccco1	-8.8	-2.9	-7.9	1.7	3.5	0.5	5.9	-7.0	4.5	-4.6
O=C(O)Cn1c(=O)c2c3c(sc2n(Cc2ccccc2)c1=O)CCCC3	-0.8	0.7	-8.2	-0.5	-8.1	0.5	-3.1	-3.4	-0.8	-0.2
COc1cc([C@H]2[C@@H]3CCCC[C@]3(O)CCN2Cc2ccccc2F)ccc1O	7.7	-0.9	-0.5	1.0	-4.0	0.3	-0.7	-1.4	4.2	-1.0
CCC(CO)Oc1cc(NCc2cccnc2)c2ncn(C(C)C)c2c1 (stereo unspecified)	5.4	-8.1	-65.4	-8.7	-2.9	-0.8	1.0	-39.5	3.1	-4.8
COc1ccc2ncccc2c1Cc1c(OC)ccc2ncccc12	-3.9	-3.5	-4.8	1.2	18.1	-0.6	4.2	-2.9	2.2	-13.0
C[C@@H]1CN([C@H](C)CO)C(=O)c2cc(Br)cnc2O[C@H]1CN(C)C(=O)CC1CC1	2.9	-3.7	3.7	0.1	-7.4	0.5	2.9	1.2	-5.6	-2.4
CCOc1cc(-c2c(C#N)c(N)nc3c2CCc2ccccc2-3)ccc1O	8.5	-20.1	-15.6	2.4	11.2	0.2	-7.5	-15.3	-8.1	-1.1
Cc1c(NC(=O)c2ccc3c(c2)C(=O)N(Cc2ccco2)C3=O)cccc1C(=O)O	5.0	-1.7	2.6	-6.7	1.5	0.6	0.7	-0.5	0.6	1.2
Cc1cc(C)nc(SCc2nnc(SCC(=O)O)n2-c2ccccc2)n1	-2.9	3.6	5.4	-2.6	5.4	-0.3	0.9	3.8	-2.8	3.5
Cc1ccc(S(=O)(=O)Nc2ccc(C(=O)NCc3cccnc3)cc2)cc1	14.8	-0.2	-4.3	-0.8	6.2	0.3	2.8	0.5	-1.1	-0.3
COc1ccc(C2CC(c3ccc4ccccc4c3)=NN2C(=O)CSc2ncccn2)cc1 (stereo unspecified)	-4.3	1.5	0.3	0.7	10.1	0.0	0.7	1.0	5.9	0.2
Cc1ccc(CCNS(=O)(=O)c2cc3c(cc2C)n(C)c(=O)c(=O)n3C)cc1	-11.7	-26.6	-72.0	-0.8	-2.2	2.1	7.2	-53.5	-4.3	1.8
CCOC(=O)c1sc(NC(=O)CCN2CCN(C)CC2)c(C(=O)OCC)c1C	0.0	-0.7	-6.0	5.9	3.6	0.8	7.8	7.7	-5.8	-3.9
COc1ccc(/C=C/C(=O)NC(=S)NNC(=O)c2cccs2)cc1OC	8.6	-9.0	-46.9	1.1	2.0	-0.3	6.1	-28.9	-1.4	-0.7
Cc1c(/C=C/C(=O)c2ccccc2)cnn1C	-8.2	-6.5	2.2	0.3	6.3	-0.2	-1.9	2.0	0.4	-3.0
CCC1(c2ccc(F)cc2)NC(=O)N(CC(=O)NCc2ccccc2Cl)C1=O (stereo unspecified)	7.6	-6.1	-3.3	-3.7	15.2	-0.3	3.6	1.1	2.5	1.0
O=C(CSc1nc2ncc(Cl)cc2[nH]1)NC1CCS(=O)(=O)C1 (stereo unspecified)	8.0	-5.3	-6.8	3.9	8.1	-0.7	1.1	-0.1	-2.8	0.9
CC(=O)C1=C(O)C(=O)N(CCCn2ccnc2)C1c1ccc(Br)cc1 (stereo unspecified)	12.7	-0.9	1.2	1.4	1.2	0.3	-8.5	-5.3	-11.6	-4.4
CO/N=C/NC(=O)C1=NOC(CNc2ncc(C(F)(F)F)cc2Cl)C1 (stereo unspecified)	-4.1	0.6	1.1	-3.1	5.6	0.2	1.9	-0.2	5.0	-0.2
O=c1ccc(Oc2nc(N3CCOCC3)nc(N3CCOCC3)n2)n[nH]1	2.3	-6.0	-0.2	1.1	-6.8	-0.1	-3.6	-1.1	-8.4	-1.3
SMILES	ASAP1 inh	ADAM17 inh	PLCb3 inh	MBD2 DNA inh	ARFGAP1 inhibitor	KLK7 zymogen act	Tn6 DDE FP	PLC-gamma1 inh	Tn7 DDE FP	UHRF1 MBD2 ctr
NC(=O)[C@@H]1CCCN1C(=O)c1ccc2nc(Cc3ccccc3F)oc2c1	-1.2	-0.5	-4.2	4.5	-0.1	-0.4	5.5	0.3	0.5	-0.8
CCCCC(=O)C1CCN(Cc2ccccc2)CC1	-5.6	-5.3	-6.0	4.0	0.6	-0.3	7.3	-3.4	-1.4	-3.1
Cc1ccc(NC(=O)CCNC(=O)Cn2cnc3ccccc3c2=O)cc1F	-1.8	-1.0	-1.4	2.2	-7.0	-0.6	6.7	1.2	-4.5	-2.5
CC1Nc2ncnc(N3CCOCC3)c2N(Cc2ccc(Cl)cc2)C1=O (stereo unspecified)	5.5	-1.4	-0.4	5.2	4.4	0.0	-5.5	-3.5	-6.9	-1.6
O=C(NCc1ccco1)c1cc(-c2ccccc2)on1	1.5	-1.4	0.5	-2.9	11.4	0.0	2.9	0.6	4.1	-1.4
O=C1CCCC1C(=O)Nc1ccc2ccccc2c1 (stereo unspecified)	-1.0	-4.1	-3.0	-1.4	-8.9	-0.8	8.8	-5.8	5.8	-0.2
CN1CCc2c(sc3c2C(=O)NC(/C=C\c2ccccc2)N3)C1 (stereo unspecified)	4.4	-48.7	-56.5	-3.6	9.9	1.2	11.1	-53.7	-1.6	-1.3
CCC(=O)NC(C)c1cc(Cl)c2cccnc2c1O (stereo unspecified)	-1.4	0.0	-8.7	-2.2	-5.2	1.5	1.4	-7.8	-4.4	-5.8
Cc1cc(S(=O)(=O)N2CCC(NC(=O)C34CC5CC(CC(C5)C3)C4)CC2)ccc1-n1cnnn1	0.3	-5.9	0.2	2.1	-6.6	0.0	-6.1	-0.1	4.9	10.2
COc1ccc(NC(C)=O)cc1S(=O)(=O)NC(Cc1ccccc1)C(=O)NC(C)c1ccccn1 (stereo unspecified)	-0.5	-4.8	-2.5	2.7	-7.2	-0.3	-3.5	0.9	-0.1	19.8
COc1ccc(O)c(/C=c2/sc3nc4cc(C)c(C)cc4n3c2=O)c1	1.7	-2.3	-49.6	1.0	6.7	-0.6	0.0	-35.7	-5.1	-3.0
CC1CCCN(c2oc(-c3cccc4ccccc34)nc2C#N)C1 (stereo unspecified)	-3.9	-9.4	-14.1	3.5	2.8	-2.0	-1.6	-9.3	3.0	6.0
COc1cccc(C(=O)Oc2cccc(N3C(=O)C4C5CC(C(Br)C5Br)C4C3=O)c2)c1 (stereo unspecified)	-0.1	2.5	3.2	1.0	9.2	0.5	-3.0	0.5	-3.8	0.9
COCCCNC(=O)[C@@H](Cc1ccccc1)NC(=O)CC[C@H]1O[C@@H](n2ccc(=O)[nH]c2=O)[C@H](O)[C@@H]1O	-2.9	-4.9	-2.9	-0.7	-1.1	0.0	1.1	1.6	-3.3	-1.7
Cc1cc(C)n2nc(-c3sccc3-n3cccc3)cc2n1	4.1	-2.0	-41.2	1.3	-2.4	-2.9	-5.5	-33.6	4.6	-2.0
CC(=O)c1cc(-c2ccc(Cl)c(Cl)c2)c(=O)n2c1CCC2	.	-13.5	-7.4	4.2	.	0.0	7.0	-3.4	5.5	3.3
Cc1ccc(SCCC(=O)OC(C(=O)NC(N)=O)C(C)C)cc1 (stereo unspecified)	-8.4	-6.2	-9.3	-2.1	1.9	-0.2	-0.2	-1.9	0.3	1.3
Oc1ccc(C2C(c3ccccc3)=NN=C(c3ccccc3F)N2O)c(O)c1 (stereo unspecified)	-3.6	7.2	-3.1	-2.2	-2.2	0.1	-4.5	3.4	2.5	5.9
CN1C(C(=O)Nc2ccc(F)cc2F)=CC(c2ccco2)=NS1(=O)=O	-1.6	-3.6	-6.8	-0.1	-2.5	0.5	-10.6	-4.1	1.5	-4.1
COc1ccc(N2CC(NC(=O)N3CCN(c4ccccc4)CC3)CC2=O)cc1 (stereo unspecified)	-1.3	-3.4	0.1	-0.5	8.3	-0.1	-5.3	0.0	-4.8	0.1
Cn1c(O)c(C=NCCCCCC(=O)O)c(=O)n(C)c1=O	7.4	-3.9	1.3	0.0	14.8	-0.3	0.7	-1.0	-5.2	1.6
C=CC[C@@H](CC(=O)N(CCO)Cc1ccccc1)C(=O)N[C@H](COC(=O)[C@H](CC=C)CC(=O)OC(C)(C)C)Cc1c[nH]c2ccccc12	-4.3	9.9*	1.2	0.5	1.1	1.0	3.3	2.7	-3.6	0.2

5 records drawn at random from those above:
SMILES	ASAP1 inh	ADAM17 inh	PLCb3 inh	MBD2 DNA inh	ARFGAP1 inhibitor	KLK7 zymogen act	Tn6 DDE FP	PLC-gamma1 inh	Tn7 DDE FP	UHRF1 MBD2 ctr
CCOC(=O)c1sc(NC(=O)CCN2CCN(C)CC2)c(C(=O)OCC)c1C	0.0	-0.7	-6.0	5.9	3.6	0.8	7.8	7.7	-5.8	-3.9
Cc1ccc(C(=O)NC2CCN(C(=O)NC3CCCCC3)CC2)cc1	6.8	-2.0	0.1	2.6	-2.6	0.0	-3.7	-0.5	-7.9	-2.7
O=[N+]([O-])c1ccc(Cl)c(/C=N/Nc2nc(N3CCOCC3)nc(N3CCOCC3)n2)c1	-0.5	-5.3	1.7	0.7	5.6	-0.1	-3.9	-29.7	1.5	2.0
COc1ccc(/C=C/C(=O)NC(=S)NNC(=O)c2cccs2)cc1OC	8.6	-9.0	-46.9	1.1	2.0	-0.3	6.1	-28.9	-1.4	-0.7
O=C1CCCC1C(=O)Nc1ccc2ccccc2c1 (stereo unspecified)	-1.0	-4.1	-3.0	-1.4	-8.9	-0.8	8.8	-5.8	5.8	-0.2

Screening data (PubChem)
